ssDAF-12 act: S. stercoralis DAF-12 nuclear receptor activators, primary screen, cell-based, luminescence, HEK293, GRIP1 co-expression, lit1-tk-luc. HEK293 ssDAF-12/GRIP1 lit1-tk-luc reporter; % of 3 µM dafachronic acid response. activation, % at 6.8 µM. hit rate 1% among 370,000. AID 652126, 2013;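 active means activation above the mean over all tested compounds plus 3 SD, cut at about 0.9% in these data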;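 further: 0% = DMSO-only wells and 100% = 3 µM delta7-dafachronic acid wells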
PLC-beta3 inh: human PLC-beta3 inhibitors, primary screen, biochemical, fluorescence | 1-phosphatidylinositol 4,5-bisphosphate phosphodiesterase beta-3 (Homo sapiens), Q01970 | Purified PLC-beta3, fluorogenic substrate | inhibition, % at 12.2 µM | hit rate 0.18% among 370,000 | AID 720704, 2013; in the data active means inhibition above about 11%;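 further: 0% = median of compound wells on plate and 100% = full blocker control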
ADAM17 inh: ADAM17 inhibitors, primary screen, biochemical, QFRET; hit rate 0.83% among 370,000; Disintegrin and metalloproteinase domain-containing protein 17 (Homo sapiens), P78536; inhibition, % at 6.95 µM; recombinant ADAM17, EDANS/DABCYL FRET peptide cleavage;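 active means inhibition above the mean of compounds lying between control limits plus 3 SD, set per campaign, cut at about 8.5% in these data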;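 further: 0% = DMSO-only wells as the low control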
Target sequence (P78536 215-824 limits assumed): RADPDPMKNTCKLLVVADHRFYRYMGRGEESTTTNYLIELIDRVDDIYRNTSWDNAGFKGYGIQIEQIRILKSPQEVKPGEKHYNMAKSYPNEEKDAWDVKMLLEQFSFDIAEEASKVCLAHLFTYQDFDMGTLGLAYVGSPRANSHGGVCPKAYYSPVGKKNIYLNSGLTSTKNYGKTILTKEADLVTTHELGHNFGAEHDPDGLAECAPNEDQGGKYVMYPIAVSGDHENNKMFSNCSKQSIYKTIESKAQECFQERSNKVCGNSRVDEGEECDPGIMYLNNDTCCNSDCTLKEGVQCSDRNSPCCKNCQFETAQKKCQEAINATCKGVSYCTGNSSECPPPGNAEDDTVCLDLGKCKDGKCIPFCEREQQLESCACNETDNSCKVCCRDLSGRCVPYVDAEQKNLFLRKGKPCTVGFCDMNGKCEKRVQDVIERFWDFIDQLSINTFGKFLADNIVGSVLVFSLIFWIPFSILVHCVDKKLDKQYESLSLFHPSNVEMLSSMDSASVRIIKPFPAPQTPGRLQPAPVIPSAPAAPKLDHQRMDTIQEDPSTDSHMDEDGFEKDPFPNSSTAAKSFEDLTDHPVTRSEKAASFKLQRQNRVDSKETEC
sPLA2-III inh: human group III sPLA2 inhibitors, primary screen, biochemical, QFRET, BODIPY PC-A2 liposome substrate. AID 743126, 2013. inhibition, % at 12.2 µM. hit rate 0.56% among 370,000. Group 3 secretory phospholipase A2 (Homo sapiens), Q9NZ20. QFRET BODIPY PC-A2 liposome hydrolysis, fluorescence;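 active means inhibition above mean plus 3 SD of compounds lying within the high and low control bounds, cut at about 19% in these data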;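 further: 0% = median of test compound wells and 100% = no enzyme DMSO wells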
hcDAF-12 act: H. contortus DAF-12 nuclear receptor activators, primary screen, cell-based, luminescence, HEK293, lit1-tk-luc reporter; HEK293 hcDAF-12 lit1-tk-luc reporter; 0% DMSO, 100% Δ7-dafachronic acid; activation, % at 6.8 µM; hit rate 1.4% among 370,000; AID 652067, 2013;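 active means activation above the mean of all tested compounds plus 3 SD, cut at about 5.5% in these data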;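 further: 100% = response to 3 µM Δ7-dafachronic acid high control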
PLC-gamma1 inh: PLC-gamma1 enzyme inhibitors, primary screen, biochemical, fluorescence, purified enzyme. fluorogenic substrate. inhibition, % at 12.2 µM. hit rate 0.84% among 370,000; in the data active means inhibition above about 9.5%
ADAM10 inh: human ADAM10 inhibitors, primary screen, biochemical, QFRET, HTS | hit rate 0.62% among 370,000 | inhibition, % at 7 µM | AID 720582, 2013 | recombinant ADAM10, EDANS/DABCYL FRET peptide cleavage, 3 h | Disintegrin and metalloproteinase domain-containing protein 10 (Homo sapiens), O14672;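 active means inhibition above a per-campaign cutoff equal to the mean of compounds falling between control-based bounds plus 3 SD, cut at about 20% in these data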;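 further: 0% = DMSO wells while the 100% control is not disclosed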
DAX1 inh-1: DAX1 (NR0B1) inhibitors on StAR promoter, primary screen, cell-based, luminescence, SF-1 (NR5A1), full-length DAX-1 | HEK293T StAR-luciferase reporter, SF-1/DAX-1 repression relief | inhibition, % at 6.8 µM | hit rate 1.1% among 370,000 | AID 652010, 2013;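 active means inhibition above the mean over all tested compounds plus 3 SD, cut at about 3.6% in these data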;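 further: 0% = DAX-1 cells with DMSO and 100% = cells lacking DAX-1 with DMSO; higher inhibition means more luminescence from relief of DAX-1 repression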
hgDAF12 agonist: H. glycines DAF-12 receptor agonists, primary screen, cell-based, luminescence, HEK293, GAL4 fusion, UAS-luciferase; activation, % at 6.8 µM; Nuclear hormone receptor DAF-12 (Heterodera glycines), GAL4 fusion; hit rate 1.8% among 370,000; AID 687014, 2013; HEK293 GAL4-hgDAF12 UAS-luciferase reporter, agonist luminescence; normalized to butyrate control;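 active means activation above a cutoff set at the mean of all screened compounds plus 3 SD, cut at about 10% in these data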;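 further: 0% = DMSO wells and 100% = sodium butyrate wells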
FXN GAA850 act: FXN promoter activators, primary screen, cell-based, luciferase luminescence, HEK293 lucGAA850. HEK293 lucGAA850 FXN promoter luciferase reporter, 24 h; percent of 10 µM SAHA response. activation, % at 6 µM. hit rate 0.56% among 360,000. AID 540364, 2011;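 active means activation above the average of all compounds screened plus 3 SD, cutoff fixed separately per campaign, cut at about 7.5% in these data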;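 further: 0% = DMSO wells and 100% = 10 µM SAHA wells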
DAX1 inh-2: DAX1 (NR0B1) inhibitors, primary screen, cell-based, HEK293, Gal4-DAX1, luciferase luminescence; Nuclear receptor subfamily 0 group B member 1 (Homo sapiens), P51843; AID 504766, 2011; inhibition, % at 6.75 µM; HEK293 Gal4-DAX1 luciferase reporter; hit rate 0.99% among 340,000;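 active means inhibition above the mean over all tested compounds plus 3 SD, cut at about 4.2% in these data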;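 further: 0% = DAX1-transfected cells with DMSO and 100% = empty-vector control cells with DMSO; inhibition shows as a rise in luminescence from relieved DAX1 repression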
Target sequence (P51843 207-470 limits assumed): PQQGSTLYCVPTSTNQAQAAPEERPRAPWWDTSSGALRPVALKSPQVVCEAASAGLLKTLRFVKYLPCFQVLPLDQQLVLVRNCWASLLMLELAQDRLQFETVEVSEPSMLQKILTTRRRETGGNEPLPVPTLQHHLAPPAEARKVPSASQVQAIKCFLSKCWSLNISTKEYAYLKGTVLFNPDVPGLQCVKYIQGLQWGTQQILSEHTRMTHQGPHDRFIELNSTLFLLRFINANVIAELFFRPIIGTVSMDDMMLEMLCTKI
The depositor's hits bear a star; i = inactive; . = not tested or not shown.

SMILES	ssDAF-12 act	PLC-beta3 inh	ADAM17 inh	sPLA2-III inh	hcDAF-12 act	PLC-gamma1 inh	ADAM10 inh	DAX1 inh-1	hgDAF12 agonist	FXN GAA850 act	DAX1 inh-2
CCNC(=O)c1ccc(C23CC4CC(CC(C4)C2)C3)o1	-1.7	4	-3	-3	-0.8	1	0	-0.5	-1.8	1.7	-0.3
Cc1cnc(C(=O)OC(C)C(=O)Nc2cccc3ccccc23)cn1 (stereo not given)	-1.1	-4	0	8	1.3	2	-2	2.3	0.2	0.7	-0.9
Cc1ccc(SCCC(=O)Nc2cc(C)on2)cc1	-0.2	-7	-3	1	-1.4	0	-3	0.6	1.4	1.0	-1.9
CN(C(=O)COC(=O)c1ccccc1NCCO)C1CCS(=O)(=O)C1 (stereo not given)	-0.8	i	i	1	0.8	-387	i	-1.8	-1.3	1.1	1.4
Nc1nonc1-n1nnc(C(=O)N/N=C/c2cc(Cl)ccc2O)c1CN1CCCCCC1	-1.0	-25	-3	2	-1.4	-16	-12	-0.8	-0.3	-1.7	0.2
CCCN(CC(=O)Nc1ccccc1OC)C(=O)CN1C(=O)NC(C)(C)C1=O	-0.5	0	-7	8	-0.9	1	-7	-1.9	-0.5	1.9	-0.2
Cc1cc(C(=O)NCCc2ccc(Cl)cc2)no1	-1.0	-8	-6	4	-0.9	1	-7	0.2	-0.4	2.6	-0.1
COc1ccccc1NC(=O)Cc1nnc(SCC(=O)Nc2nccs2)n1C	-0.8	-2	-1	-5	-0.4	3	3	-0.2	-0.6	-1.8	1.3
CCOc1ccccc1CN1CCNC(=O)C1CC(=O)NCc1ccccn1 (stereo not given)	-1.0	-9	-4	-3	-0.6	-11	-5	-0.5	-0.4	2.1	-0.4
CC(=O)c1ccc(Nc2nc(-c3sc(C)nc3C)cs2)cc1	-1.3	-475	-17	3	-2.1	-361	-48	-5.0	1.8	-4.0	-4.1
CCn1c(SCC(=O)Nc2cccc(C(C)=O)c2)nnc1C(C)C	-0.3	0	-1	5	-0.4	2	-5	-0.7	-0.1	-1.6	-0.2
Cc1c(Br)c(=O)oc2c(C)c(O)ccc12	-1.2	i	-294	-14	-2.3	i	i	-0.2	-1.4	-0.7	0.8
O=C1CN(C(=O)COC(=O)CNS(=O)(=O)/C=C/c2ccccc2)c2ccccc2N1	-0.4	-5	4	-2	-0.1	1	-2	-0.6	-0.4	-0.2	-0.5
CCCN(CC(=O)Nc1ccccc1C)C(=O)C1CCN(S(=O)(=O)c2ccc(C)c(C)c2)CC1	-1.1	3	-2	-36	-2.1	1	-6	-0.4	0.6	-2.4	0.7
C[C@H](NC(=O)c1ccco1)C(=O)Nc1ccc2c(c1)OCO2	-0.8	4	1	3	1.7	1	7	0.1	-0.7	1.7	0.5
O=C(CN1CCN(Cc2ccc(F)cc2Cl)CC1)NCc1ccccc1	-1.8	-9	1	2	-2.8	2	-9	-0.1	-2.0	0.1	-0.2
COc1ccc([N+](=O)[O-])cc1NC(=O)c1ccc(N2C(=O)CCC2=O)cc1	-1.4	-5	-3	-2	-0.3	-1	3	0.5	-0.7	2.0	0.2
CCOc1ccc(NC(=O)c2cc3ccccc3cc2O)cc1	1.2*	-154	-4	-40	0.8	-112	-1	0.4	6.3	7.4	0.5
COc1ccc(NC(=O)NCc2ccccc2F)cc1OC	-1.7	2	0	9	-3.5	3	-9	-0.4	-1.0	1.2	-0.4
CCOC(=O)N1CCC(NCCNC(=O)c2cccs2)CC1	-0.4	3	-5	2	-1.5	-1	-3	1.1	-0.4	-0.8	-1.8

Shown as a hit in ssDAF-12 act (from the list above):
Compound	ssDAF-12 act	PLC-beta3 inh	ADAM17 inh	sPLA2-III inh	hcDAF-12 act	PLC-gamma1 inh	ADAM10 inh	DAX1 inh-1	FXN GAA850 act	DAX1 inh-2
CCOc1ccc(NC(=O)c2cc3ccccc3cc2O)cc1	1.2*	-154	-4	-40	0.8	-112	-1	0.4	7.4	0.5

Additional compounds follow.
SMILES	ssDAF-12 act	PLC-beta3 inh	ADAM17 inh	sPLA2-III inh	hcDAF-12 act	PLC-gamma1 inh	ADAM10 inh	DAX1 inh-1	hgDAF12 agonist	FXN GAA850 act	DAX1 inh-2
CCOC(=O)C1(CCCc2ccccc2)CCN(C(=O)c2ocnc2C)CC1	-0.6	4	3	-10	1.0	6	-4	0.5	0.0	1.1	-0.4
COCCN(Cc1ccccc1)C(=S)Nc1ccc(OC(F)F)cc1	-2.0	1	2	-4	0.5	0	2	-0.9	-1.1	0.2	-1.1
Cc1cc(-c2nc(C)c(-c3nnc(SCC(=O)Nc4cc(Cl)cc(Cl)c4)n3C)s2)no1	-0.9	-10	-5	-2	0.4	-7	-15	0.3	0.1	1.2	0.7
c1cnc2c(Oc3ncnc4sccc34)cccc2c1	-1.2	7	3	-1	-0.3	2	7	-0.8	1.8	0.1	0.9
O=C(CCCCCn1c(=S)[nH]c2ccc(N3CCOCC3)cc2c1=O)NCc1ccc(Cl)cc1	-0.7	-193	-5	-2	1.4	-148	-22	-0.1	2.6	0.2	-1.6
COc1cccc(NC(=S)Nc2cc(C)cc(C)n2)c1	1.7*	-7	-1	7	4.9	5	10	1.0	6.2	6.7	5.3*
COc1ccc(-c2ccc(=O)n(Cc3cccc([N+](=O)[O-])c3)n2)cc1	-2.1	-2	2	-7	-2.3	-1	8	-1.4	-2.5	1.1	-0.9
COCCn1c(C)cc(C(=O)CN2C(=O)NC3(CCCCCC3)C2=O)c1C	-0.4	-7	-3	-1	2.5	-4	-7	6.8*	8.3	2.2	1.8
CC(COc1ccc(C(F)(F)F)cc1)CN1CCC(C(O)(c2ccccc2)c2ccccc2)CC1 (stereo not given)	-0.9	2	4	-13	4.9	0	8	-1.1	2.4	.	.
CCc1ccc2c(c1)C(C)=CC(C)(C)N2	-1.6	-7	-9	9	0.9	-5	-16	-0.2	2.2	-0.9	0.2
O=C(c1ccco1)N1CCN(C2CN(C3CCCC3)S(=O)(=O)C2)CC1 (stereo not given)	-0.5	3	2	4	-0.6	0	4	-0.1	-1.9	.	.
N#Cc1ccc(C(=O)OCC(=O)N2CCCC2)cc1	-0.4	-4	1	-2	0.4	0	0	-0.4	-0.7	-1.6	0.7
O=C(Nc1nnc(-c2ccco2)s1)c1ccccc1	0.4	-58	-6	0	6.5*	-52	-15	6.6*	11*	3.0	-0.6
NN1C(=O)NC(c2ccccc2)(c2ccccc2)C1=O	-1.4	1	-3	1	0.1	-1	-2	0.6	1.6	1.1	1.2
COc1ccc(C2C3=C(CCCC3=O)Nc3nc(SCc4ccc(C(=O)O)cc4)nn32)cc1OC (stereo not given)	-0.2	-5	-5	1	-0.4	-4	-19	-1.6	1.3	-0.3	0.8
Cc1sc(-c2ccncc2)nc1OC(=O)c1ccccc1	-1.1	-256	3	6	0.6	-232	-20	0.4	-1.8	0.1	0.7
CCC(=O)Nc1cccc(NC(=S)NC(=O)c2cc3ccccc3o2)c1	0.7	3	-2	10	4.9	0	2	2.1	16*	8.0*	2.1
CSc1ccc(C(=S)N2CCCC2)cc1	-0.7	-2	-2	0	-0.4	4	4	0.3	0.8	3.0	2.6
CCCn1c(O)c(CN2CCCC(C)C2)c(C)c(C#N)c1=O (stereo not given)	-0.7	-29	-10	-8	-1.3	-24	-38	0.8	2.8	0.4	-1.3
CC(C)(CNC(=O)C1c2ccccc2-c2ccccc21)N1CCOCC1	-1.1	-5	-3	-19	0.3	0	-8	-0.2	2.0	1.1	-0.5
O=C(NCCN1CCN(c2ccccc2)CC1)C1(S(=O)(=O)c2ccc(Cl)cc2)CC1	-1.9	1	0	-6	-2.2	-3	-6	-0.5	-1.0	3.4	-0.1
C/C(=N\NC(=O)c1ccncc1)c1ccc(N(C)C)cc1	-0.5	1	-2	2	-0.9	1	10	0.2	3.0	-0.3	0.7
CCOc1ccc(NC2OC(C)C(O)C(O)C2O)c([N+](=O)[O-])c1 (stereo not given)	0.3	0	1	-1	-0.9	-1	1	-0.5	-1.1	0.2	-0.5
CCOC(=O)c1c(NC(=O)CSc2nnc(-c3cccnc3)o2)sc2c1CCC2	-0.5	3	-2	0	-1.4	0	3	-0.3	-0.4	-1.1	0.0
Nc1c2c(nn1-c1ccccc1)CCC2	-0.6	0	-2	1	3.9	-3	1	-0.1	2.7	1.7	0.7
CC(C)Nc1nnc(SCC(=O)N2CCN(C(=O)c3ccco3)CC2)s1	-1.2	-1	0	-7	-1.2	2	0	-0.2	1.6	0.8	-1.1
COC(=O)c1cccc(CC2(C)C(=O)Nc3ccc(OC(F)(F)F)cc32)c1 (stereo not given)	-1.5	2	4	2	-2.4	-1	15	-1.7	-2.5	1.3	.
CCC1(CC)C(=O)C2=C3C1[C@H](C(=O)OC)CC(C(=O)OC)C[C@H]3[C@H]1C(=O)N(c3ccccc3)C(=O)[C@H]1[C@H]2C (stereo not given in full)	-1.0	3	3	7	1.0	2	1	0.0	0.0	-0.5	-0.1
C/C(=N\NC(=O)c1cc2ccccc2cc1O)c1cccs1	-0.3	-124	-2	-5	4.8	-87	5	1.5	2.5	0.5	0.8
C/C(=N\NC(=O)c1ccccc1OCc1ccc(F)cc1)c1ccccn1	-0.9	-3	3	-11	-0.9	0	0	-2.0	6.0	6.3	0.1
O=C1NC(=Nc2ccccc2)c2ccc([N+](=O)[O-])cc21	-1.0	5	0	4	0.9	1	-2	-0.1	-3.3	3.5	-0.8
CCc1nnc(NC(=O)C2CCCO2)s1 (stereo not given)	-1.7	3	-3	3	2.0	0	-12	1.1	2.5	-1.6	-0.3
COC(=O)[C@H](CC(C)C)N(CCCc1cn(Cc2ccc(C)cc2)nn1)S(=O)(=O)c1ccccc1Br	-1.3	0	13*	-24	-4.5	-2	23*	-2.6	0.0	.	.
COc1ccccc1/C=C1\SC(=S)N(CCC(=O)Nc2cccc(O)c2)C1=O	-1.6	-8	8	-30	-0.3	2	23*	-1.0	2.5	1.0	-2.4

Screening data (PubChem BioAssay)
